yeast rad50 – NCI yeast anticancer drug screen, S. cerevisiae rad50 strain | % growth inhibition at 50 µM | actives 10% (n = 79,000) | AID 155;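 also: 0% = growth of vehicle-only cultures of the same strain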
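Cells are treated with compound, grown, and their growth is then scored against vehicle-only cultures of the same repair-deficient yeast strain.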
mlh1 rad18 – NCI yeast anticancer drug screen, S. cerevisiae mlh1 rad18 strain. growth inhibition, % at 50 µM. actives 11% (n = 79,000);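 also: 0% = growth of vehicle-only cultures of the same strain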
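Genetically defined yeast (DNA repair-deficient) exposed to compounds; growth inhibition determined relative to vehicle.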
yeast bub3 – NCI yeast anticancer drug screen, S. cerevisiae bub3 mutant strain. % growth inhibition at 50 µM. actives 9.9% (n = 78,000);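 also: 0% = growth of vehicle-only cultures of the same strain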
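Yeast carrying a defined mutation is treated with each compound, and growth is compared with that of vehicle-exposed cells to give inhibition.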
cln2 rad14 – NCI yeast anticancer drug screen, S. cerevisiae cln2 rad14 strain | % growth inhibition at 50 µM | actives 8.3% (n = 78,000) | AID 165;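 also: 0% = growth of vehicle-only cultures of the same strain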
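Test compounds were added to cln2 rad14 yeast cultures; inhibition of growth was then determined by comparison with vehicle treatment.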
mec2-1 – NCI yeast anticancer drug screen, S. cerevisiae mec2-1 strain | % growth inhibition at 50 µM | actives 9% (n = 79,000) | AID 157;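 also: 0% = growth of vehicle-only cultures of the same strain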
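Strain: mec2-1 (DNA repair/cell cycle alteration). Compound exposure, then growth measured; inhibition expressed relative to vehicle.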
sgs1 mgt1 – NCI yeast anticancer drug screen, S. cerevisiae sgs1 mgt1 strain. growth inhibition, % at 50 µM. actives 10% (n = 78,000);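 also: 0% = growth of vehicle-only cultures of the same strain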
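Growth of a repair-deficient yeast mutant was monitored after compound treatment and expressed as inhibition relative to vehicle-treated cultures.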
* marks the source's active call; other numbers are inactive results; & = joins results of further samples. Rule as the data show it: active = growth inhibition above about 70%; inactive = the rest. Outcome played no part in choosing rows; 15% or so of the library scored in one or more.

The first 4 compounds (preview)
mol,yeast rad50,mlh1 rad18,yeast bub3,cln2 rad14,mec2-1,sgs1 mgt1
Cc1cc(/C=C2\SC(=S)N(c3ccccc3)C2=O)c(C)n1-c1ccccc1,24,27,-4,8,13,17
CCOC(=O)C(NC(=O)CC(C)C)(N1CCN(c2cc3c(cc2F)c(=O)c(C(=O)O)cn3C2CC2)CC1)C(F)(F)F (stereo not given),-6,-18,-25,12,-26,0
COc1ccc(N=Cc2c(O)c(O)c(C(C)C)c3cc(C)c(-c4c(C)cc5c(C(C)C)c(O)c(O)c(C=Nc6ccc(OC)cc6)c5c4O)c(O)c23)cc1,2,-6,-6,-18,2,-12
OC1(C#Cc2ccccc2)c2ccccc2C(O)(C#Cc2ccccc2)c2ccccc21 (stereo not given),10,10,-10,14,-12,2

This part in full, from the start:
mol,yeast rad50,mlh1 rad18,yeast bub3,cln2 rad14,mec2-1,sgs1 mgt1
Cc1cc(/C=C2\SC(=S)N(c3ccccc3)C2=O)c(C)n1-c1ccccc1,24,27,-4,8,13,17
CCOC(=O)C(NC(=O)CC(C)C)(N1CCN(c2cc3c(cc2F)c(=O)c(C(=O)O)cn3C2CC2)CC1)C(F)(F)F (stereo not given),-6,-18,-25,12,-26,0
COc1ccc(N=Cc2c(O)c(O)c(C(C)C)c3cc(C)c(-c4c(C)cc5c(C(C)C)c(O)c(O)c(C=Nc6ccc(OC)cc6)c5c4O)c(O)c23)cc1,2,-6,-6,-18,2,-12
OC1(C#Cc2ccccc2)c2ccccc2C(O)(C#Cc2ccccc2)c2ccccc21 (stereo not given),10,10,-10,14,-12,2
O=C1COC(=O)/C1=C\C=C\c1ccccc1,96*,99*,97*,95*,91*,99*
ClCC1CCC(CCl)CC1 (stereo not given),-32,-16,-22,-6,-18,-15
COC(=O)CCc1ccc(NC(=O)OC)cc1,-1,-5,15,11,20,11
CC1(C)OC2OC(COC(=O)c3ccc([N+](=O)[O-])cc3)C3OC(C)(C)OC3C2O1 (stereo not given),-14,-25,1,-28,-8,-9
CCS(=O)(=O)c1ccc(NC(=O)OC2CC(C)CCC2C(C)C)cc1 (stereo not given),91*,92*,91*,87*,92*,90*
Cc1[nH]c2ccccc2c1CCC(=O)O,3,-5,-19,-49,2,-15
COc1ccccc1NC=O,-2,3,-7,17,-25,-4
CC(=O)N(C)CCc1c[nH]c2ccccc12,-18,-5,10,13,-38,-34
NNC(=O)CC1(O)CCCCC1,0,-20,-17,0,-9,2
CCCCC(CC)CNc1ncnc2c1cnn2C (stereo not given),37,33,48,21,-1,92*
CCOC(=O)C[C@@H](C)[C@]1(C(=O)OC)CCCC1=O,-17,-18,-38,-20,-20,-35
COc1ccc(C2=CCCCC2)c(OC)c1,3,-3,-18,3,5,9
CC(=O)OCC#CCOC(C)=O,1,-9,3,7,-2,-15
C=CCC1C(=O)NN=C1C (stereo not given),5,2,-6,-22,-12,-11
COc1cc(C2C(C(=O)Nc3cc(F)c(F)cc3F)=C(C)NC(C)=C2C(=O)Nc2cc(F)c(F)cc2F)ccc1O,3,-5,5,12,26,2
O=C1OC(=O)C2CCCCC12 (stereo not given),30,19,9,-48,-12,-11
O=C(O)C(Br)C(Br)C(=O)Nc1ccc(F)cc1 (stereo not given),100*,99*,100*,98*,100*,100*
CC(=O)CC(=O)Nc1cc(C)c(NC(=O)CC(C)=O)cc1C,26,31,39,8,27,31
O=C(CCCN1CCC2(CC1)CC(=O)N(N1CCCCCC1)C2=O)c1ccc(F)cc1,81*,76*,73*,72*,46,84*
Oc1ccc(SCc2cc(O)ccc2O)cc1,86*,82*,87*,66,91*,84*
CC(C(=O)c1ccncc1)c1ccccn1 (stereo not given),2,4,-13,-19,7,-25
O=C(c1ccc(Cl)cc1)c1cc([N+](=O)[O-])cc([N+](=O)[O-])c1,0,-9,23,-50,3,-2
C#CCOCn1ccc(=O)[nH]c1=O,-10,4,-3,11,10,0
CC(=O)OCC1OC(NC(=S)NCC(=O)c2ccccc2)C(OC(C)=O)C(OC(C)=O)C1OC(C)=O (stereo not given),1,5,-5,-4,5,-26
CC1CCC(C2=CSC3CCCCC3N2)C(C)C1 (stereo not given),0,8,30,7,7,22
O=C(CCCCCCCC(=O)OC(CCC1CCCO1)CCC1CCCO1)OC(CCC1CCCO1)CCC1CCCO1 (stereo not given),6,7,-6,-10,-19,-4
Cl/C(=C\c1ccccc1)c1ccccc1,20,-7,8,-42,-7,-6
Cc1ccc(Cl)cc1NC(=O)Oc1ccc(C(C)(C)C)cc1Br,54,60,20,2,57,12
CN1OC(=O)OC(C)(c2ccccc2)C1=O (stereo not given),3,0,1,0,-12,-2
C=C1C(=O)C23CC1CCC2C12CO[C@H](O)[C@H]1C(C)(C)[C@H](OC(C)=O)C[C@H]2OC3=O (stereo not given in full),5,-76,1,6,4,2
Cc1ccc2ccccc2[n+]1CC(=O)c1ccc2c(c1)OCO2,-3,11,-11,4,-23,-1
CCOC(=O)C(C(=O)Nc1ccccc1)=S(C)C,-2,-3,11,38,12,11
CCOc1ccccc1Nc1ccc(N)cc1S(=O)(=O)O,9,-8,1,-6,1,-32
COc1ccc(-c2cc(-c3ccc(Cl)cc3)on2)cc1,-15,-11,11,-36,11,-5
ClCCCSC(c1ccccc1)(c1ccccc1)c1ccccc1,-2,-3,-7,-4,3,15
Clc1ccc2nc(NC3CCCCC3)ccc2c1,22,40,63,8,-2,32
Cc1cc(N(CCC#N)CCC#N)ccc1/C=C1N=C(/C=C\c2ccccc2)N(c2ccc(C(=O)O)cc2)C\1=O,-4,-26,-16,-6,-45,-17
CC/C(=C/c1ccccc1)C(N)=O,0,29,5,2,18,-1
COC1OC(COC(=O)c2ccccc2)C(OC(=O)c2ccccc2)C1OC(=O)c1ccccc1 (stereo not given),8&-15,5&9,-1&16,-22&-28,-10&-2,-4&-4
Cc1cc2c(cc1C)NS(=O)(=O)N2,18,7,5,-22,10,7
Cc1ccc(Cl)c(C(O)(C(F)(F)F)C(F)(F)F)c1,-1,39,15,12,2,10
CC(C)CCCC(O)CNCc1ccccc1 (stereo not given),-2,10,82*,-19,11,28
Nc1ccccc1C1=Nc2cncnc2NC1,4,16,-9,-7,11,3
CCN(CC)CCNc1nc(N)c2nc(-c3ccccc3)c(-c3ccccc3)nc2n1,95*,86*,62,28,16,90*
Nc1nc(-c2ccccc2)nc2nc3[nH]c(=O)[nH]c(=O)c3nc12,-12,3,19,1,5,23
Cc1ncc(C(=O)Nc2ccccc2)[nH]1,-33,-106,19,57,3,0
CC(=O)OCCC(=O)Nc1cc([N+](=O)[O-])ccc1OCc1ccccc1,7,-16,4,-4,2,-6
COc1cc(C(SCc2ccccc2)SCc2ccccc2)ccc1O,29,29,17,29,12,31
COC1=CC(=O)C(Cc2ccc3c(c2)OCO3)=CC1=O,13,35,3,-9,25,16
CCC(=O)NC(Nc1cccc(F)c1)(C(F)(F)F)C(F)(F)F,-28,-67,-21,13,-37,-21
CCC(c1ccc(OCCS(=O)(=O)Oc2ccccc2)cc1)C(CC)c1ccc(OCCS(=O)(=O)Oc2ccccc2)cc1 (stereo not given),-2,14,-5,-8,6,4
CCC(=O)Nc1cc([N+](=O)[O-])cc([N+](=O)[O-])c1,8,-24,-37,-32,-7,-13
CCC1(CO)NC(=O)NC1=O (stereo not given),3,0,5,-2,-11,-18
c1ccc2c(Nc3ccc(Oc4ccc(Nc5c6ccccc6nc6ccccc56)cc4)cc3)c3ccccc3nc2c1,83*,10,-2,6,7,-23
O=C(NCCc1c(-c2ccccc2)[nH]c2ccccc12)C(F)(F)C(F)(F)F,86*,30,79*,82*,91*,85*
Cc1ccc(C(C)C)c(OCC(O)CN2CC=CCC2)c1 (stereo not given),8,14,2,16,51,18

Continued.
The line under a structure holds: yeast rad50 | mlh1 rad18 | yeast bub3 | cln2 rad14 | mec2-1 | sgs1 mgt1
CCC(=O)Oc1ccc([N+](=O)[O-])cc1[N+](=O)[O-]
 : 39 | 22 | 0 | 27 | 31 | 49
Cc1cccc(C)c1NC(N)=O
 : 1 | 17 | -6 | 8 | -13 | 14
C=Cc1ccc(OC2OC(CO)C(OC3OC(CO)C(O)C(O)C3O)C(O)C2O)cc1 (stereo not given)
 : 15 | -3 | 0 | -59 | -19 | -1
COC(=O)c1c(C=O)cccc1[N+](=O)[O-]
 : 23 | 15 | -14 | 1 | 0 | 2
CC(C)OC(=O)Nc1ccc(O)cc1
 : 11 | -6 | -3 | -19 | -7 | -2
Sc1ccccc1N=Cc1ccc(C=Nc2ccccc2S)cc1
 : -16 | -4 | 4 | 19 | -8 | 7
CCOC(=O)/C(C#N)=C/c1coc2cc(C)cc(C)c2c1=O
 : 70* | 66 | 83* | 89* | 90* | 80*
COc1cc2c(c(OC)c1OC)CCC/C2=N\NC(N)=S
 : 5 | 1 | 10 | -2 | -6 | 22
COC(=O)Cc1cc(COC(C)=O)ccc1C
 : 0 | -8 | -17 | -57 | 0 | -1
C/C=C(\C)CCC(C)(O)CC (stereo not given)
 : 2 | 14 | -22 | 3 | -16 | 7
Cc1n[nH]c(=O)c2cc3oc4ccccc4c3n12
 : -20 | 6 | -9 | 5 | -3 | -19
Oc1cc(-n2cccn2)c(O)cc1-n1cccn1
 : 23 | -39 | 12 | 5 | -5 | 15
OCCc1ccc(-n2cnc3c(Nc4ccc(Cl)cc4)ncnc32)cc1
 : 47 | 47 | 84* | 18 | 43 | 45
O=C(O)/C=C/c1ccc(-c2cc(C(F)(F)F)cc(C(F)(F)F)c2)o1
 : 0 | -14 | 4 | 5 | -7 | -3
CC(=O)Nc1c([N+](=O)[O-])cc2c3c(cccc13)CC2
 : 18 | 26 | 22 | -23 | 19 | 17
Cc1cc(S(=O)(=O)/N=C(/NN)NNc2cccc(C(F)(F)F)n2)c(S)cc1Cl
 : -7 | 20 | -17 | 42 | 8 | 31
Clc1nc(N2CCCCC2)nc(N2CCCCC2)n1
 : -11 | -9 | 9 | -26 | -12 | 4
Cc1nc2cccc([N+](=O)[O-])c2s1
 : 15 | 20 | 17 | 12 | 2 | 28
N#CCCOCC(COCCC#N)(COCCC#N)COCCC#N
 : -12 | -2 | -13 | 10 | -24 | -8
O=C1Cc2c([nH]c3ccccc23)-c2cc(Br)ccc2N1
 : 13 | 3 | 32 | 3 | 7 | -2
O=c1nc2sccn2c2ncccc12
 : -18 | 16 | 11 | 47 | 5 | -12
O=C(Nc1ccc2c(c1)Cc1c-2ccc([N+](=O)[O-])c1F)C(F)(F)F
 : 3 | 18 | 8 | -11 | 1 | -3
CCC[CH2][Ge]([CH2]CCC)([CH2]CCC)[O]C(=O)CCl
 : -14 | 32 | -13 | -53 | 32 | -5
COc1ccc(NC(=O)Nc2ccc(Cl)cc2C)cc1
 : -13 | -15 | -12 | -12 | -3 | -12
CC(=O)Oc1ccc(-c2ccc([N+](=O)[O-])cc2)cc1
 : 21 | 4 | 12 | -6 | -10 | 21
O=C1/C(=C/c2ccccc2)CN(C(=O)Oc2ccc([N+](=O)[O-])cc2)C/C1=C\c1ccccc1
 : -20 | 1 | 7 | -3 | -1 | -40
CCCCCCCCCCCC(C)N (stereo not given)
 : 99* | 98* | 99* | 98* | 100* | 99*
CC(=O)OC12c3ccccc3C(c3ccccc31)C1C(=O)N(c3ccccn3)C(=O)C12 (stereo not given)
 : -24 | 6 | 10 | 3 | -7 | 6
CC(C)c1cccc(C(=O)O)c1N
 : -9 | -5 | -34 | -35 | -2 | -9
CC1=CC2=C(C(N)=O)C(=O)OC2(C)C(c2ccccc2)C1 (stereo not given)
 : -20 | 6 | 2 | 7 | -7 | 5
CC1CNCC(C)O1 (stereo not given)
 : -1 | 1 | 8 | 8 | -10 | 2
CCCCCCCCCCC#N
 : 15 | -18 | 9 | 15 | -8 | -6
Cc1ccc(Cl)c(NC(=S)NCc2cccnc2)c1
 : 30 | 35 | 58 | 5 | 36 | 62
O=C(c1ccccc1)c1cc(Cl)ccc1Br
 : 7 | 1 | 1 | -49 | 13 | 5
N#CC(c1c(Cl)cccc1N1CCCCC1)N1CCCCC1 (stereo not given)
 : 87* | 88* | 91* | 80* | 87* | 88*
N#CC(c1ccccc1)C(c1ccccc1)(c1ccccc1)C(c1ccccc1)c1ccccc1 (stereo not given)
 : 16 | 8 | -6 | 8 | 8 | 9
CC(=O)OCCOCNC(=S)NN
 : -8 | -5 | -4 | -16 | 8 | 11
O=C1OCC2C(=O)N3Cc4nc5ccccc5cc4C3OCC12 (stereo not given)
 : 7 | 13 | 0 | 8 | 26 | 5
CCOC(=O)c1ccc(-c2ccc(C(=O)OCC)cc2)cc1
 : 3 | -8 | -6 | 5 | -29 | 8

From PubChem BioAssay
